# Statin myotox sup: suppressors of simvastatin-induced myotoxicity in C2C12 myotubes | ATP luminescence, 48 h; scaled: DMSO 0, geranylgeraniol control 100 | rescue of ATP level, % at 7.49 µM | 0.78% of 330,000 active | AID 602340;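 active = mean ATP rescue above about 67%, or every replicate alone reaching that limit, limit read from the data, passing the limit was not always enough; inconclusive = no clear call, values can overlap the other calls; inactive = mean under the limit and some replicate under it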;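 note: myotubes were challenged with 10 µM simvastatin during compound exposure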
# E-sel inducer: E-selectin induction on HUVECs; P16581; HUVEC E-selectin immunofluorescence imaging; normalized: neutral wells 0, TNF-alpha wells 100; activation, % at 7.58 µM; 0.37% of 260,000 active;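 active = mean E-selectin-positive cell signal at least 10% of the positive control, reached in at least 60% of replicates, without over 20% cell loss; inconclusive = no rule given, readout overlaps actives, possibly toxicity-flagged; inactive = the rest, including those meeting only one limit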;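 note: in these data hits start at about 27%; measured in HUVEC primary endothelial cells; signal is the percent of cells scored E-selectin positive by PE staining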
# Target sequence (P16581 whole entry, looked up): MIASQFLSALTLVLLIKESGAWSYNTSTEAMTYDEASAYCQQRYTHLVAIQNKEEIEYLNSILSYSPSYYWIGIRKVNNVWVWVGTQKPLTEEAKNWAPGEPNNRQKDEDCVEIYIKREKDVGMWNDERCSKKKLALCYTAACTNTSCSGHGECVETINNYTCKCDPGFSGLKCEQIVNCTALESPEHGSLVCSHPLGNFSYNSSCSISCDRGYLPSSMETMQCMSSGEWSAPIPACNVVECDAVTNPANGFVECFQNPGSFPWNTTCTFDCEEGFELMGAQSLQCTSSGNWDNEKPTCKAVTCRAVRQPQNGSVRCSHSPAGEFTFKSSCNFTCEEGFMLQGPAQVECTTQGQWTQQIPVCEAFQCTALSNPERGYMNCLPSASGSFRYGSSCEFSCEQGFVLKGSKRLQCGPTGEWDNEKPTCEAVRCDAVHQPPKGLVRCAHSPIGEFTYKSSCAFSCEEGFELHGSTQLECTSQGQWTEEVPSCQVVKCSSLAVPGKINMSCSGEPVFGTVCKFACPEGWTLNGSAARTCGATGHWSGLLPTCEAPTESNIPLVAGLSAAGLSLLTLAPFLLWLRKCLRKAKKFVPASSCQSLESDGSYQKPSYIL
#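 Test system – human umbilical vein endothelial cells (HUVEC), E-selectin induction · Input – 3,000 HUVEC seeded per well · Buffer or medium – EGM-2, gelatin · Compound dosing – single-point compound dose · Detection – immunofluorescence imaging · Measure – percent E-selectin-positive cells · Controls – TNF-alpha high, DMSO low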
# SIRT5 inh: inhibitors of human sirtuin-5 desuccinylase. Q9NXA8. Purified SirT5, succinyl-peptide AMC, trypsin-coupled fluorescence. inhibition, % at 15 µM. 1.1% of 330,000 active; in the data active = inhibition above about 15%; inconclusive = no clear call, values can overlap the other calls
# Target sequence (Q9NXA8 whole entry, looked up): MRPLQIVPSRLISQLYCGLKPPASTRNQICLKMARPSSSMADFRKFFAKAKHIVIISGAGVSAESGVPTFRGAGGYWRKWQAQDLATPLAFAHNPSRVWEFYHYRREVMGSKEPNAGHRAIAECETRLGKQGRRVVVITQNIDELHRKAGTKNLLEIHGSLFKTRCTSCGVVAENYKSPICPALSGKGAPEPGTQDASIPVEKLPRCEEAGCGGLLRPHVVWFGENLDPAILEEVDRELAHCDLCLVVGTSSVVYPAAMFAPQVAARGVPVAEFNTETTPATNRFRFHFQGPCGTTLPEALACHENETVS
# PglD inh: inhibitors of Campylobacter jejuni PglD acetyltransferase | purified PglD enzyme, DTNB colorimetric CoA detection | 0.098% of 360,000 active | inhibition, % at 12.5 µM; in the data active = inhibition above about 16%, passing the limit was not always enough; inconclusive = no clear call, values can overlap the other calls; note: strong numbers were not always called active
# S100A4 inh HTS: blocks human S100A4 binding to myosin IIA peptide; P26447; S100A4/TAMRA-MyoIIA peptide fluorescence polarization; inhibition, % at 10.7 µM; 0.14% of 360,000 active;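 active = mean inhibition of at least 70% across replicates, with every replicate also reaching that level; inconclusive = mean inhibition reaches 70% but some replicates fall short; inactive = mean inhibition below 70%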
# Target sequence (P26447 whole entry, looked up): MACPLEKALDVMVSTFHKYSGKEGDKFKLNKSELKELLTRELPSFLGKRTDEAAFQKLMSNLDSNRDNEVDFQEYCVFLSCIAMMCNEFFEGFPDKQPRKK
#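 Test system: S100A4 monomer protein; Medium: HEPES pH 7.2 with CaCl2, KCl, NaCl, DTT, Triton; Probe or stimulus: TAMRA-labelled myosin IIA heavy-chain peptide probe, 5 nM; Doses: one dose per compound; Times: polarization read 5 min after assay mix addition, stable 5–60 min; Benchmarks: neutral control DMSO, positive control TFP.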
# DENV2 CPE: protects cells from dengue virus 2 cytopathic effect; AID 651640; DENV2-infected cells, cytopathic effect rescue, plate reader; CPE inhibition, % at 9.99 µM; 1.7% of 350,000 active; in the data active = CPE inhibition above about 20%, passing the limit was not always enough; inconclusive = no clear call, values can overlap the other calls; tested in BHK-21 cells;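 note: 0% = median of neutral control wells and 100% = median of positive control wells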
# ERp5 inh: inhibitors of human ERp5 | Q15084 | ERp5 insulin aggregation, absorbance 650 nm, 90 min | inhibition, % at 9.99 µM | 0.05% of 350,000 active;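 active = mean replicate inhibition above about 25%, with every replicate also reaching it, limit read from the data, passing the limit was not always enough; inconclusive = only one of those two criteria met; inactive = neither criterion met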
# Starred values were filed as active, the others as inactive; u = inconclusive; x = no result given; & = joins results of further samples.
# Each structure is followed by: Statin myotox sup	E-sel inducer	SIRT5 inh	PglD inh	S100A4 inh HTS	DENV2 CPE	ERp5 inh
- COCC#Cc1ccc2c(c1)O[C@@H](CN(C)C(=O)c1ccccc1F)[C@H](C)CN([C@@H](C)CO)S2(=O)=O
  -7	-0.2	-3	3	-3	20	3
- CNC[C@H]1Oc2ccc(NC(=O)Cc3cn(C)c4ccccc34)cc2C(=O)N([C@@H](C)CO)C[C@@H]1C
  -20	0.2	x	-1	5	6	0
- Cc1noc(C)c1NC(=O)N(C)C[C@@H]1OCCCC[C@@H](C)Oc2ccc(NS(=O)(=O)c3cn(C)cn3)cc2C(=O)N([C@H](C)CO)C[C@H]1C
  47	-0.2	x	1	x	-1	x
- O=C(c1ccc(N2CCOCC2)c([N+](=O)[O-])c1)N1CCCCC1
  2	-1.8	-1	-3	-3	-1	11
- CCC(=NC)C1=C(O)CC(c2ccccc2)CC1=O (centres undefined)
  2	0.1	-2	2	-1	19	0
- CCOc1cc(/C=C(\C#N)C(=O)Nc2ccc(S(N)(=O)=O)cc2)ccc1OCCN1CCOCC1
  7	-0.1	-2	-2	-19	-2	-10
- COCc1cc(=O)[nH]c(SCCS(=O)(=O)c2ccc(Cl)cc2Cl)n1
  3	x	2	1	2	2	5
- O=C(Nc1ccc(S(=O)(=O)Nc2ncccn2)cc1)c1cccc(S(=O)(=O)N2CCOCC2)c1
  -4	17	-2	1	-8	-5	4
- COc1ccc(NC(=O)CSc2nnc(-c3cccs3)n2N)c(OC)c1
  9	-0.2	-2	-3	2	-3	-2
- C#CCOC(=O)C[N+](C)(C)CC=C
  x	-0.2	-3	2	-3	2	1
- CCOC(=O)C1=C(N)OC2=C(C(=O)CCC2)C1c1ccc2c(c1)OCO2 (centres undefined)
  -1	-0.6	-1	10	0	2	-11
- Cc1ccc(NC(=O)C2(c3ccc([N+](=O)[O-])cc3)CCCC2)cc1
  -9	-0.2	-2	-7	3	-1	4
- C/C(=N\Nc1ccc([N+](=O)[O-])cc1[N+](=O)[O-])C(C)(C)C(C(=O)O)C(=O)O
  x	-0.9	4	-6	13	-3	0
- Cc1ccccc1CC(=O)NC1CCCCCC1
  -14	x	x	-5	-3	2	1
- COCCNC(=O)CN(C(=O)CCC(=O)Nc1nccs1)c1ccc2c(c1)OCO2
  -19	x	0	-1	-3	-9	3
- COc1cc(C(=O)N2CCN(c3cccc(C)c3C)CC2)cc(OC)c1OC
  -11	0.3	1	3	2	-4	4
- Cc1nc2c(ccc3c([N+](=O)[O-])cccc32)c(C)c1C
  -3	1.3	-1	7	-1	-7	8
- c1ccc2c(c1)nc(N1CCCCCC1)c1ccccc12
  x	2.3	-5	x	-2	-1	2
- c1ccc2c(c1)Sc1ccccc1-n1cnnc1-2
  x	-1.3	6	-3	2	x	4
- CC(O)CNc1nc2c(c(=O)n(C)c(=O)n2C)n1Cc1cccc(Br)c1 (centres undefined)
  x	x	-3	x	0	-5	-2
- C[C@@H]1CCCCO[C@@H](CN(C)C(=O)NC2CCCCC2)[C@H](C)CN([C@H](C)CO)C(=O)c2cc(NS(=O)(=O)c3ccc(Cl)cc3)ccc2O1
  x	x	5	-2	0	-6	3
- C[C@H]1CN([C@@H](C)CO)S(=O)(=O)c2ccc(C#CC(C)(C)O)cc2O[C@H]1CN(C)C(=O)C1CCC1
  0	-0.1	-2	-2	13	-6	0
- CCC(=O)N1C[C@H](C)[C@H](OC)CN(C)C(=O)c2cc(NS(C)(=O)=O)ccc2OC[C@@H]1C
  1	0.0	-2	1	2	-1	-2
- O=C1[C@H]2[C@H](C=CC[C@H]2C(=O)N2CCN(c3ccccc3)CC2)CCN1Cc1ccc(Cl)c(Cl)c1
  1	-0.8	x	10	57	9	-7
- CC(=O)Nc1ccc(OCC(O)CN2CCN(S(=O)(=O)c3ccc(NC(C)=O)cc3)CC2)cc1 (centres undefined)
  1	x	-7	4	-4	1	2
- O=C(CC1CCC1)NC(c1ccccc1)c1ccccc1
  7	x	0	-1	-1	4	5
- N#CC1=C(N)Oc2nc[nH]c(=O)c2C1c1cccs1 (centres undefined)
  x	-1.7	-4	x	-4	1	-1
- Cc1ccc(OCc2n[nH]c(=S)n2N)cc1C
  3	-0.1	-2	-3	1	9	6
- C[C@H](CO)N1C[C@H](C)[C@H](CN(C)C(=O)C2CCC2)Oc2ncc(-c3cccc(F)c3)cc2C1=O
  6	-0.3	-3	1	-12	1	-5
- Cc1noc(C)c1NC(=O)N(C)C[C@H]1Oc2ccc(NC(=O)Cc3ccccc3)cc2C(=O)N([C@H](C)CO)C[C@H]1C
  25	-8.0	0	1	14	-4	-3
- COc1ccc(NC(=O)C2=NNC(=O)CC2)cc1S(=O)(=O)N1CCCCC1
  -1	x	8	25*	5	0	-6
- COCCNc1ccc([N+](=O)[O-])cc1C(=O)NC1CCCc2ccccc21 (centres undefined)
  9	x	2	-1	-2	11	7
- CC(=O)OCC(=O)[C@@]1(O)CC[C@H]2[C@@H]3CCC4=CC(=O)CC[C@]4(C)[C@H]3C(=O)C[C@@]21C
  2	-0.2	-2	-4	0	2	4
- CSc1cccc(NC(=O)/C=C/c2cccc(Cl)c2)c1
  x	-1.5	1	5	0	-2	2
- Cc1cc(Cl)ccc1OCC(=O)NN1C(=O)C2C3C=CC(C3)C2C1=O (centres undefined)
  x	x	-4	x	8	x	0
- COc1ccc(NC(=O)N(C)C[C@@H]2Oc3ccc(NS(=O)(=O)c4c(C)noc4C)cc3C(=O)N([C@H](C)CO)C[C@H]2C)cc1
  20	-1.7	5	1	6	-8	2
- Cc1nn(CCCC(=O)Nc2c(F)cc(F)cc2Br)c(C)c1[N+](=O)[O-]
  x	x	-1	x	-4	-5	8
- C[C@H](CO)N1C[C@H](C)[C@@H](CN(C)Cc2ccc(Oc3ccccc3)cc2)Oc2ncc(-c3cccnc3)cc2C1=O
  -21	-2.4	5	1	8	2	-7
- COc1ccc(C2/C=C\CN(C(=O)CC(C)(C)C)CC(=O)N2Cc2ccc(F)cc2)cc1 (centres undefined)
  -18	-0.1	-2	3	-2	6	-15
- C[C@@H]1CN([C@H](C)CO)C(=O)c2cc(NC(=O)c3ccccc3)ccc2O[C@@H](C)CCCCO[C@H]1CN(C)S(=O)(=O)c1ccc(F)cc1
  x	-0.2	9	4	0	-4	0
- O=C1NC(=Nc2ccc(O)cc2)S/C1=C\C=C\c1ccco1
  x	-0.6	-2	x	-4	4	3
- Cc1c(C(=O)NC2CCCCC2)oc2ccccc12
  3	0.0	1	-8	4	-6	0
- O=C(NCc1ccco1)c1ccccc1
  7	0.0	0	2	-15	-5	5
- Nc1nc2ccccc2n1S(=O)(=O)c1ccccc1
  3	x	1	3	-2	-13	-2
- Cc1cccc(C)c1NC(=O)Nc1ccccc1-n1ccnc1
  x	x	0	x	-1	5	5
- CC1CSc2nnc(CCc3ccccc3)n21 (centres undefined)
  2	-0.1	-4	4	0	14	-3
- C[C@H](CO)N1C[C@H](C)[C@H](CN(C)Cc2ccncc2)Oc2ccc(NC(=O)c3ccncc3)cc2CC1=O
  -1	-0.2	0	-1	3	3	3
- C[C@H]1CCCCO[C@@H](CN(C)C)[C@@H](C)CN([C@@H](C)CO)C(=O)c2cc(NS(=O)(=O)c3ccc(F)cc3)ccc2O1
  -1	-0.2	1	12	-7	1	5
- CCC(=O)N(C)C[C@H]1Oc2cc(C#CC(C)C)ccc2S(=O)(=O)N([C@H](C)CO)C[C@H]1C
  -5	0.0	-4	-1	-25	10	-4
- O=C(NCc1ccncn1)[C@H]1[C@H](CO)[C@H]2Cn3c(ccc(-c4ccccc4)c3=O)[C@H]2N1CC1CC1
  -12	0.2	2	-1	7	-5	3
- CCS(=O)(=O)N1CC2(C1)[C@H](c1ccccc1)[C@@H](CO)N2C(=O)C1CCC1
  x	-0.1	1	x	3	6	-2
- COc1ccc(-c2csc(C(O)c3ccc(OC)cc3)n2)cc1 (centres undefined)
  17	0.1	-2	0	-17	-2	0
- C[C@@H]1CN([C@@H](C)CO)C(=O)c2cc(NC(=O)c3ccncc3)ccc2O[C@@H](C)CCCCO[C@@H]1CN(C)Cc1ccccc1
  x	-0.3	-15	6	12	8	6
- COc1ccc(NC(=O)Nc2ccc3c(c2)C(=O)N([C@H](C)CO)C[C@H](C)[C@@H](CN(C)C)O3)cc1
  -21	2.9	-5	-2	-6	3	-4
- COc1cc(OC)cc(C(=O)OCC(=O)Nc2sccc2C(N)=O)c1
  13	-0.1	1	5	9	0	8
- COc1c2ccoc2c(OC)c2oc(=O)ccc12
  7	x	0	-2	2	-2	-2
- O=C(C[C@@H]1C=C[C@H](NC(=O)CCN2CCCCC2)[C@@H](CO)O1)NCc1ccc(Cl)c(Cl)c1
  -12	-0.2	-5	0	12	17	4
- C[C@H](CO)N1C[C@H](C)[C@@H](CN(C)Cc2ccc(C(F)(F)F)cc2)Oc2ccc(NC(=O)Nc3ccc(C(F)(F)F)cc3)cc2C1=O
  -5	-0.6	2	1	-24	-25	-2
- Cc1ccc(N(CC(=O)NCc2ccccc2Cl)S(=O)(=O)c2c(C)noc2C)cc1
  7	0.1	-2	-1	0	0	-2
- C[C@H](CO)N1C[C@H](C)[C@@H](CN(C)Cc2ccc(C(=O)Nc3ccccc3N)cc2)Oc2ccc(N(C)C)cc2CC1=O
  -25	0.4	-4	2	4	-8	-4

# Carrying on.
# Each structure is followed by: Statin myotox sup	E-sel inducer	SIRT5 inh	PglD inh	S100A4 inh HTS	DENV2 CPE	ERp5 inh
- CN(C)S(=O)(=O)c1ccc(Cl)c(NC(=O)CSc2nc3c(cc2C#N)C(=O)CC(C)(C)C3)c1
  x	x	0	-5	-1	31*	10
- COC(=O)N(C)C[C@H]1OCc2cnnn2CCCC(=O)N([C@H](C)CO)C[C@H]1C
  -6&15	0.9	-2&-2	4&2	-2&10	u	1&4
- O=[N+]([O-])c1cc(-c2ccccc2)cc([N+](=O)[O-])c1O
  -14	-0.1	1	1	1	-5	-2
- Cc1cc(C)n2nc(C)c(Br)c2n1
  x	x	1	x	-3	-3	-1
- CC(C)NC(=O)N(C)C[C@H]1Oc2ccc(NC(=O)Nc3cccc4ccccc34)cc2CC(=O)N([C@@H](C)CO)C[C@H]1C
  -13	-0.1	3	5	-1	-4	1
- NS(=O)(=O)c1cc(C(=O)Nc2ccc3c(c2)OCCCO3)ccc1Cl
  -67	x	2	-4	-2	-2	2
- C[C@@H]1CN([C@H](C)CO)C(=O)c2cccc(NS(=O)(=O)c3ccc(Cl)cc3)c2O[C@H]1CN(C)CC1CC1
  -12	-0.5	-2	2	2	0	5
- Cn1cncc1C#Cc1c(-c2ccc(S(C)(=O)=O)cc2)sc2ccccc12
  -38	0.4	-10	3	-15	-16	-3
- Cc1ccc(C(NC(=O)C2CCN(CCOc3ccc(Cl)cc3Cl)CC2)c2ccccn2)cc1 (centres undefined)
  -21	0.1	3	2	-1	u	1
- COCCNC(=S)N(C)[C@H]1C[C@H]2c3[nH]c4c(-c5ccccc5)cccc4c3CCN2C(=O)[C@H]1[C@H](C)O
  x	0.4	3	x	-11	-2	-2
- CCCN(CCC)C(=O)c1ccc2c(c1)S(=O)(=O)c1ccccc1C2=O
  -1	-0.1	-3	5	0	-1	-13
- CC1=NN(C(=O)COc2ccc(C)c(C)c2)C(O)(c2ccccc2)C1 (centres undefined)
  x	-1.1	-6	x	3	3	9

# Sorted by the number under SIRT5 inh (descending): three of the compounds above.
canonical_smiles	SIRT5 inh	PglD inh	S100A4 inh HTS	DENV2 CPE	ERp5 inh
COc1c2ccoc2c(OC)c2oc(=O)ccc12	0	-2	2	-2	-2
COCC#Cc1ccc2c(c1)O[C@@H](CN(C)C(=O)c1ccccc1F)[C@H](C)CN([C@@H](C)CO)S2(=O)=O	-3	3	-3	20	3
N#CC1=C(N)Oc2nc[nH]c(=O)c2C1c1cccs1 (centres undefined)	-4	x	-4	1	-1

# A portion of the library; rates above refer to the full screens.
